USP2a block – qHTS Assay for Inhibitors of Ubiquitin-specific Protease USP2a Using CHOP2 as the Reporter | Potency, µM (highest dose often 38.3 µM), for inactives: at the top dose activity change, negative = inhibition, most hits filed as inhibitors | USP2 core, Ub-CHOP2 coupled fluorogenic reporter, 485/531 | AID 463254, 2010 | 330,000 compounds, 0.01% hits;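 note: potency is the fitted concentration of half-maximal effect; plate controls were DMSO wells for no effect and full inhibition by NEM control for full effect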
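USP2 core (10nM final) preincubated 30min RT with compound in 20mM Tris-HCl pH 8.0, 2mM CaCl2, 2mM beta-mercaptoethanol, 0.05% CHAPS; 25nM Ub-CHOP2 plus 25nM reporter substrate added, fluorescence (Ex485/Em531) read after 60min.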
GALK inhibitor – qHTS Assay for Inhibitors of Human Galactokinase (GALK). 270,000 compounds, 0.007% hits. Potency, µM (doses to about 57.5 µM), for inactives: at the highest dose activity change, negative = inhibition, usual class: inhibitors. Purified GALK, Kinase-Glo residual ATP luminescence; note: potency is the fitted concentration of half-maximal effect; % is set by controls: 0 for no effect and ±100 for the full control effect
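GALK at 5 nM final was combined with compound, 35 uM ATP and 100 uM galactose in HEPES pH8.0 with MgCl2 and DTT. The reaction ran one hour at room temperature before luminescent ATP detection.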
Mito fusion act – qHTS Assay for Small Molecule Inhibitors of Mitochondrial Division or Activators of Mitochondrial Fusion. S. cerevisiae fusion-defective mutant growth rescue, CellTiterGlo 48 h. Potency, µM (doses to about 46.1 µM), inactives show at the highest dose growth rescue (activation), usual class: activators. 320,000 compounds, 0.23% hits. AID 485298, 2010;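 note: potency is the fitted concentration of half-maximal effect; % of control where 0% means no effect; nearly all actives have a fitted effect of over 45% in size; temperature-sensitive fusion mutants such as fzo1-1 at 37 °C on non-fermentable ethanol glycerol medium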
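Compounds are tested for their ability to restore growth of mitochondrial fusion-defective yeast strains at non-permissive 37C in YPEG medium over 48 hours. Viability is quantified by luciferase luminescence.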
MBNL1-CUG inh – qHTS Assay for Inhibitors of MBNL1-poly(CUG) RNA binding | TR-FRET MBNL1-His/biotin-(CUG)12 binding, 665/545 ratio | Potency, µM (series often up to 57.5 µM), for inactives: at the highest dose activity change, negative = inhibition, usual class: inhibitors | 280,000 compounds, 0.036% hits | AID 2675, 2010; active = well fitted inhibition curve with a large enough effect in the signal ratio, with a control signal flat, not every such curve was filed as active; inconclusive = small, poorly fitted or top-dose-only effect, or effect the other way, or a change in a side signal; inactive = no such curve, though single readings can be large or run the other way; the % refers to the signal ratio; note: potency is the fitted concentration of half-maximal effect; % is set by controls: 0 for no effect and ±100 for the full control effect
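TR-FRET between His-tagged MBNL1 and biotin-(CUG)12 RNA, detected with Tb anti-His antibody (0.055 ng/ul) and streptavidin-XL665 (5 nM), 60 min at room temperature. Compounds titrated 92 nM to 58 uM; 665/545 nm ratio normalized to buffer and complex controls.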
PKM2 activator – qHTS Assay for Activators of Human Muscle isoform 2 Pyruvate Kinase | Pyruvate kinase PKM (Homo sapiens), P14618 | purified PKM2, Kinase-Glo ATP luminescence, activation; response scale: 0% is enzyme alone, no compound | Potency, µM (series often up to 57.5 µM), for inactives: at the top dose activation, hits mostly activators | 260,000 compounds, 0.34% hits; note: potency is the fitted concentration of half-maximal effect; % is set by controls: 0 for no effect and ±100 for the full control effect; nearly all actives have a fitted effect of over 55% in size
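Purified hPK-M2 (>95% pure) converted ADP (0.1 mM final) to ATP with 0.5 mM PEP in 50 mM imidazole pH7.2, KCl, MgCl2, Tween 20, BSA; 1 h at room temperature. ATP detected by Kinase-Glo luminescence.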
KCNH2 WT inh – qHTS for Inhibitors of KCHN2 3.1: Wildtype qHTS; activity change, % at 1.84 µM; Voltage-gated inwardly rectifying potassium channel KCNH2 (Homo sapiens), Q12809; 340,000 compounds, 0.37% hits; U2OS, BacMam KCNH2, thallium flux FluxOr; active compounds read low; AID 720551, 2013;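 active = maximum activity change below -70%; inconclusive = maximum activity change between -70% and -50%; inactive = maximum activity change above -50%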; note: % is set by controls: 0 for no effect and ±100 for the full control effect
Target sequence (Q12809 whole entry, looked up): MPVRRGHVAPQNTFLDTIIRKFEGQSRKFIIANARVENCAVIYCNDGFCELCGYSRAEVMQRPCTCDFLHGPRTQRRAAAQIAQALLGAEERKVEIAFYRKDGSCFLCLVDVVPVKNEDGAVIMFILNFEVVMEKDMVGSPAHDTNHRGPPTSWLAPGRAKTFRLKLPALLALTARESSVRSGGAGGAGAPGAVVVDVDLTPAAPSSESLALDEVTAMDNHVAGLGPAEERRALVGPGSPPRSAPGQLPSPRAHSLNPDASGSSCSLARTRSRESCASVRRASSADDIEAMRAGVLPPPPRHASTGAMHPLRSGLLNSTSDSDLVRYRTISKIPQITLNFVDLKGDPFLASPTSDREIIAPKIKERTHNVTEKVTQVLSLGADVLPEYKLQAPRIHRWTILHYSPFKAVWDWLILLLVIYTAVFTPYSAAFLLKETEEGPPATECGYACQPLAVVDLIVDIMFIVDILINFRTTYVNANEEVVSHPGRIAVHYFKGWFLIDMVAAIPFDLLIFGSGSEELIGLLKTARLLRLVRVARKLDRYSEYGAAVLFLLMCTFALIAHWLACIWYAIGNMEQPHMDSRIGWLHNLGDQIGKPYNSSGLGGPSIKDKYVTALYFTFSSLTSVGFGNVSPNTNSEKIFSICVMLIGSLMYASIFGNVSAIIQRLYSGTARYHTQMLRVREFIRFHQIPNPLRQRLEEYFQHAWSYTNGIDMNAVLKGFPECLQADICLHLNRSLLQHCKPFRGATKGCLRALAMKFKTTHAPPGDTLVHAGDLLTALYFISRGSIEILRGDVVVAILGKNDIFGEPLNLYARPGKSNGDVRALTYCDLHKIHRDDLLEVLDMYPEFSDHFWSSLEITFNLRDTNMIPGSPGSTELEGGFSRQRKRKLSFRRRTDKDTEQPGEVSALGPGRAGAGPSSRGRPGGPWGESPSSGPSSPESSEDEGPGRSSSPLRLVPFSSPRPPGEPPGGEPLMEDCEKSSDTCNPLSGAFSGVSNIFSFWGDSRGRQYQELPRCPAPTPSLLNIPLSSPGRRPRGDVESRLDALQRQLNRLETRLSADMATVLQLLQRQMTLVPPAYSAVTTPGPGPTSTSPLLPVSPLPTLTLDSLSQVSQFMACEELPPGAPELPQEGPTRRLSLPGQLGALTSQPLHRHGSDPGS
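U2OS cells transduced with wild-type KCNH2 virus are loaded with FluxOr dye for 45 min, and thallium flux is measured in kinetic reads before and after stimulation buffer. Rate constants are normalized to DMSO controls.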
Eya2 inh – qHTS Assay for Inhibitors of the Phosphatase Activity of Eya2 | Protein phosphatase EYA2 (Homo sapiens), O00167 | recombinant Eya2, OMFP fluorescence dephosphorylation (OMFP is methylfluorescein phosphate) | Potency, µM (doses to about 76.9 µM), without a hit: at the highest dose activity, negative = inhibition, usual class: inhibitors | 330,000 compounds, 0.006% hits | AID 488837, 2010; note: potency is the fitted concentration of half-maximal effect; % is set by controls: 0 for no effect and ±100 for the full control effect
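Eya2 (0.2 uM) preincubated 10 min at ambient with compound, then OMFP substrate added at 50 uM; 10 min reaction in 50 mM HEPES pH 7.5, 50 mM NaCl, 5 uM MgCl2, 0.05% BSA, 1 mM DTT. Fluorescence read at Ex 485/Em 525 nm.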
Chronic BCR inh – qHTS Assay to Find Inhibitors of Chronic Active B-Cell Receptor Signaling; AID 493014, 2011; ABC-DLBCL IkBa-CBG/CBR reporter, luminescence ratio, 4 h; 340,000 compounds, 0.05% hits; Potency, µM (doses to about 46.1 µM), for the others: top-dose ratio change, negative = lower green/red ratio, actives largely listed as inhibitors; active = well fitted inhibition curve with a large enough effect in the signal ratio, with a control signal flat, not every such curve was filed as active; inconclusive = small, poorly fitted or top-dose-only effect, or effect the other way, or a change in a side signal; the % refers to the signal ratio;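 note: potency is the fitted concentration of half-maximal effect; plate controls were basal doxycycline-induced cells for no effect and cells given 10 µM MG132 for full effect; MG132 reads +100%, hits lower the ratio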
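Cell line TMD8 (human ABC DLBCL), stably expressing tet-inducible CBG68-IkBa fusion and CBR; IMDM/0.5% FBS; cpd up to 46 uM; dox induction, 4 h, 37C/5% CO2; dual luminescence; green/red ratio; MG132 control.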
S-ASM inh – Inhibitors of Secretory Acid Sphingomyelinase (S-ASM): qHTS; Sphingomyelin phosphodiesterase (Homo sapiens), P17405; placental ASM, HMU-PC fluorogenic substrate, 60 min; Potency, µM (doses to about 57.5 µM), for the others: at the highest dose activity change, negative = inhibition, actives largely listed as inhibitors; 340,000 compounds, 0.006% hits; AID 504937, 2011; note: potency is the fitted concentration of half-maximal effect
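Steps: dispense placental human ASM, pin compound, wait 10 min at room temperature, add HMU-PC0 substrate at 9 uM final, incubate 60 min at 37 °C, add stop solution raising pH to 10, read fluorescence.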
Menin-MLL TR inh – qHTS Assay for Inhibitors Targeting the Menin-MLL Interaction in MLL Related Leukemias: Competition With Texas Red Labeled MLL-derived Mutant Peptide; 270,000 compounds, 0.23% hits; AID 1768, 2009; Potency, µM (titrated, usually from 61.6 µM), for inactives: at the top dose FP activity change, negative = inhibition, hits mostly inhibitors; O00255; Menin + Texas Red MLL mutant peptide, fluorescence polarization; active = well fitted inhibition curve with a large enough effect in the polarisation, with a control signal flat, not every such curve was filed as active; inconclusive = small, poorly fitted or top-dose-only effect, or effect the other way, or a change in a side signal; inactive = no such curve, though single readings can be large or run the other way; the % refers to the polarisation; note: potency is the fitted concentration of half-maximal effect; % of control where 0% means no effect; many of its hits are not listed in these tables
TSHR antag – Antagonists of the Thyroid Stimulating Hormone Receptor: HTS campaign; Thyrotropin receptor (Homo sapiens), P16473; TSHR-expressing cells, TSH-stimulated cAMP HTRF, 2 h; active compounds read low; activity change, negative = inhibition, % at 11.5 µM; 330,000 compounds, 0.2% hits; AID 504810, 2011;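 active = activity change below a set negative limit, meaning inhibition stronger than a set level, cut at about -70% in these data; inconclusive = activity change between two set negative limits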; note: % is set by controls: 0 for no effect and ±100 for the full control effect
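Cell-based HTRF cAMP assay; TSHR cells + compound, TSH EC80 (4nM final), 2 h, 37 deg C. Lysis with anti-cAMP cryptate and cAMP-d2, 30 min RT, read 665/620 nm.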
Starred values were filed as active, the others as inactive; i = inactive; ? = inconclusive; . = not tested or not shown; [ ] = another dose, or the depositor's remark. Unless noted, calls come from the whole dose curve; as a rule, active = well fitted curve in the direction sought with a large enough effect; inconclusive = small, poorly fitted or top-dose-only effect, or another doubt; inactive = no such curve, though single readings can be large; an effect the other way counts as inactive or inconclusive.

SMILES	USP2a block	GALK inhibitor	Mito fusion act	MBNL1-CUG inh	PKM2 activator	KCNH2 WT inh	Eya2 inh	Chronic BCR inh	S-ASM inh	Menin-MLL TR inh	TSHR antag
CCSc1nnc(NC(=O)c2c(C)noc2C)s1	2.8%	-2.2%	-4.7%	-7.2%	-7.2%	-7.4	2.0%	?	0.4%	-0.5%	15.2
C/C(=N\NC(=O)CC(C)C)c1ccc(N2CCCCC2)cc1	3.8%	3.0%	-0.5%	-5.0%	3.8%	-1.7	-0.4%	?	1.5%	1.8%	-0.4
Cc1ncoc1C(=O)N1CCc2c([nH]c3ccccc23)C1C1CCCCC1 (stereo unspecified)	-1.4%	0.8%	3.6%	-10.9%	-4.6%	-5.2	-7.0%	?	4.3%	-17.6%	-12.9
FC(F)(F)c1cc(-c2ccccc2)nc(NCc2cccnc2)n1	1.7%	0.6%	-0.7%	-0.7%	29.2%	-4.2	0.1%	?	-0.3%	-5.8%	1.6
COc1ccc(NC(=O)NCc2ccc3c(c2)OCO3)cc1	-1.1%	-0.6%	-2.2%	-3.5%	6.8%	i	-19.2%	-8.1%	5.0%	22.7%	8.9
O=C(NCCCn1ccnc1)Nc1cccc2ccccc12	4.8%	-3.3%	-2.5%	11.6%	-2.0%	3.4	-1.5%	-21.1%	1.0%	-9.5%	-8.2
O=C(COC(=O)c1cccnc1Cl)c1cccc(Cl)c1	4.8%	-1.7%	-6.4%	2.5%	1.2%	-3.8	10.2%	0.1%	-0.2%	6.7%	-7.6
CNc1nc(OCCNC(=O)Nc2ccccc2)nc(N2CCOCC2)n1	?	4.1%	-4.1%	-5.7%	-1.8%	-14.8	-1.3%	?	-2.7%	7.0%	8.5
CCN(CCO)Cc1csc2ccc(Cl)cc12	-0.3%	5.0%	0.5%	4.2%	-4.9%	-8.0	8.4%	1.8%	5.1%	-3.7%	3.0
CCOc1ccccc1CN1CCNC(=O)C1CC(=O)NCc1cc(C)n(C)n1 (stereo unspecified)	1.6%	-3.2%	-0.3%	8.8%	.	-7.2	-14.8%	-0.5%	3.9%	.	6.4
Cc1cc(NCc2ccccn2)n2nc(C)c(-c3ccccc3)c2n1	1.1%	-1.6%	-7.9%	.	-0.3%	0.3	-4.8%	-11.5%	-0.2%	.	3.6
O=C(Nc1nc2cc3c(cc2s1)OCCO3)c1ccco1	-0.4%	4.3%	-6.3%	-9.3%	-36.8%	33.4	-5.2%	?	-2.7%	.	-7.9
CCCc1cc(C(=O)N2CCC(N3CCC(C(=O)NC(C)C)CC3)CC2)n(C)n1	2.9%	-0.4%	-3.1%	7.4%	-2.6%	13.5	-1.1%	9.2%	-1.7%	7.8%	0.7
CCOC(=O)c1cc(-c2nnc(-c3ccc(Oc4ccccc4)cc3)o2)c(C)nc1C	2.1%	-1.1%	-7.7%	3.8%	-0.1%	-1.3	0.0%	-1.4%	?	-20.7%	6.4
N#Cc1ccc(C(=O)Nc2ccc3ccccc3c2)cc1	0.6%	3.4%	-6.2%	4.7%	-0.5%	0.2	4.3%	-23.6%	6.2%	?	0.0
CCn1c(-c2c(Cl)c(C)nn2C)n[nH]c1=S	2.1%	.	-9.6%	-10.4%[11.5 µM]	-14.9%	-0.2	-16.6%	-0.5%	-3.2%	-10.7%	-3.7
Cn1c2ccccc2c(=O)c2cc(C#CC3(O)CCCCC3)ccc21	-1.4%	.	0.3%	0.2%	-6.9%	.	0.2%	?	i	-0.7%	10.7
C=CCC(C(=O)c1ccccc1)[N+](C)(C)CC=C (stereo unspecified)	3.2%	5.1%	-4.0%	-1.4%	0.9%	5.5	-21.8%	-2.2%	3.7%	10.9%	3.1
COCCCNC(=O)CC1C[C@H](C(=O)N2CCCCC2)[C@@]2(CCc3ccccc3)c3[nH]c4ccccc4c3CCN2C1=O (stereo partly specified)	-1.8%	.	.	.	.	-7.7	-9.4%	-1.6%	1.2%	.	-9.1
CCCC(CCC)C(=O)Oc1cc(C)[nH]c(=O)c1[N+](=O)[O-]	2.0%	6.2%	1.8%	-8.1%	1.0%	i	-1.1%	-17.1%	-0.8%	-2.3%	1.4
COc1ccc(CNc2ccc(C)c(C)c2)c(OC)c1OC	-1.3%	2.5%	-14.4%	.	2.8%	0.8	-9.2%	?	-0.8%	-6.1%	-1.7
O=C(CN1CCOc2ccccc21)NCc1ccc(F)cc1	3.9%	.	-0.5%	-10.5%	0.0%	-1.3	-0.2%	0.2%	3.6%	17.2%	0.6
Clc1ccc(/C=N/NC(=Nc2ccccc2)c2ccccn2)c(Cl)c1	0.6%	-4.2%	-13.8%	4.8%	4.0%	-2.8	3.4%	17.3%	-19.1%	10.9%	-1.9
O=C(Nc1ccccc1Cl)N1CCSc2ccccc21	0.9%	5.4%	17.5%	-0.2%	1.5%	-0.6	5.8%	?	-2.0%	0.5%	-4.8
CCCc1cc(=O)oc2cc(C)cc(OC(C)C(=O)NCc3ccncc3)c12 (stereo unspecified)	0.6%	-0.4%	7.1%	0.3%	-2.3%	-21.6	-9.3%	8.0%	3.5%	4.4%	-3.9

Following part.
SMILES	USP2a block	GALK inhibitor	Mito fusion act	MBNL1-CUG inh	PKM2 activator	KCNH2 WT inh	Eya2 inh	Chronic BCR inh	S-ASM inh	Menin-MLL TR inh	TSHR antag
Cc1ccc(NC(=O)CN(C)C(=O)CCCN2C(=O)c3ccccc3C2=O)cc1	0.7%	-0.2%	3.6%	6.9%	-5.6%	1.2	-6.6%	7.9%	2.3%	0.2%	0.6
Cc1nc(NCCc2ccccc2F)c(C#N)c(C)c1[N+](=O)[O-]	-0.2%	-0.2%	18.7%	?	10.0%	-4.6	6.0%	4.4%	-17.2%	3.2%	-26.8
CCN(C(=O)COC(=O)c1c(NC(C)=O)sc(C)c1C)C1CCS(=O)(=O)C1 (stereo unspecified)	0.3%	-2.0%	2.1%	-18.1%	-11.5%	-14.3	-5.4%	3.2%	2.4%	-4.2%	17.0
CC1CN(C(=O)c2cc3cc(Cl)ccc3[nH]2)CC(C)O1 (stereo unspecified)	-1.6%	2.5%	0.5%	2.0%	.	1.5	13.2%	-0.7%	6.0%	12.0%	5.2
Cc1ccc(CNC(=O)COC(=O)c2ccc(Br)cc2)cc1	3.0%	1.3%	4.0%	.	-5.9%	0.4	3.7%	1.4%	0.3%	-2.7%	24.0
O=C(O)c1cnc(-c2ccccc2)nc1Sc1cccc(Cl)c1	2.9%	-4.2%	17.3%	-0.8%	5.6%	-14.2	14.9%	2.9%	9.8%	?	-24.5
CC(C)CN1CCC(=O)N(CCSc2ccc(Br)cc2)CC1	9.4%	-1.5%	11.3%	-10.0%	2.9%	39.9	-6.2%	-8.5%	6.2%	-1.9%	-17.7
COc1ccc(CCn2c(SCC(=O)Nc3cc(C)on3)nc3ccsc3c2=O)cc1OC	0.8%	-0.1%	-4.9%	19.4%	5.7%	0.3	11.8%	-4.5%	-0.7%	6.6%	-13.1
CCOc1ccc(C(=O)NCC(=O)N2CCN(C/C=C/c3ccccc3)CC2)cc1OCC	-1.9%	.	-1.9%	.	.	3.2	-5.3%	-2.8%	-1.9%	.	6.2
CCOC(=O)N1CCN(c2ncnc3c2cnn3-c2ccc(Cl)cc2)CC1	1.7%	0.2%	-1.5%	1.8%	8.7%	.	14.9%	?	.	-0.7%	6.8
CC/C(=N/NC(=O)CCC(=O)Nc1ccccc1OC)c1ccccc1	1.5%	1.6%	3.0%	.	2.2%	3.9	10.7%	-0.3%	3.1%	-19.7%	19.9
Cc1cc(C)n(C2CC(=O)N(c3ccccc3)C2=O)n1 (stereo unspecified)	1.9%	0.7%	-0.5%	-0.2%	3.4%	-8.6	6.0%	1.8%	1.8%	14.8%	-1.4

High-throughput results: PubChem BioAssay, National Center for Advancing Translational Sciences (NCATS)

This is a subset; the hit share may differ from the screen's.
